# Source: PubChem (National Center for Advancing Translational Sciences (NCATS))
# PKM2 activator = qHTS Assay for Activators of Human Muscle isoform 2 Pyruvate Kinase; Pyruvate kinase PKM (Homo sapiens), P14618; purified PKM2, Kinase-Glo ATP luminescence, activation; response scale: 0% is enzyme alone, no compound; Potency, µM (top dose mostly 57.5 µM), inactives show at the highest dose activation, actives largely listed as activators; 260,000 compounds, 0.34% hits; further: potency means the concentration at half of the fitted maximal effect; on the % scale 0 is the no-effect control and ±100 the full control effect; nearly all actives have a fitted effect of over 55% in size
#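 hPK-M2, >95% pure; 0.1 mM ADP / 0.5 mM PEP final; imidazole pH7.2 buffer w/ 7 mM MgCl2, 50 mM KCl; 1 h RT; Kinase-Glo lum. Intermediate enzyme activity for dual inhibitor/activator qHTS.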
# FLuc modulator = qHTS profiling assay for firefly luciferase inhibitor/activator using purifed enzyme and Km concentrations of substrates (counterscreen for miR-21 project); Luciferin 4-monooxygenase (Photinus pyralis), P08659; purified FLuc, Km substrates, luminescence inhibition; Potency, µM (doses to about 57.5 µM), inactives show at the top dose activity change, negative = inhibition, actives largely listed as inhibitors; 360,000 compounds, 6.9% hits; AID 588342, 2011;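 further: potency means the concentration at half of the fitted maximal effect; plate controls were vehicle for no effect and reference inhibitor for full effect; nearly all actives have a fitted effect of over 55% in size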
#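 Purified P. pyralis luciferase, 10 nM final, with Km-level 10 uM D-luciferin and 10 uM ATP in 50 mM Tris acetate pH 7.5, 10 mM Mg acetate, 0.01% Tween-20, 0.05% BSA; 6-point qHTS titration about 60 µM downward; luminescence read.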
# Menin-MLL TR inh = qHTS Assay for Inhibitors Targeting the Menin-MLL Interaction in MLL Related Leukemias: Competition With Texas Red Labeled MLL-derived Mutant Peptide. O00255. Menin + Texas Red MLL mutant peptide, fluorescence polarization. Potency, µM (doses to about 61.6 µM), for the others: at the top dose FP activity change, negative = inhibition, hits mostly inhibitors. 270,000 compounds, 0.23% hits. AID 1768, 2009; active means well fitted inhibition curve with a large enough effect in the polarisation, with a control signal flat, not every such curve was filed as active; inconclusive means small, poorly fitted or top-dose-only effect, or effect the other way, or a change in a side signal; inactive means no such curve, though single readings can be large or run the other way; the % refers to the polarisation; further: potency means the concentration at half of the fitted maximal effect; % of control where 0% means no effect; many of its hits are not listed in these tables
# Target sequence (O00255 whole entry, looked up): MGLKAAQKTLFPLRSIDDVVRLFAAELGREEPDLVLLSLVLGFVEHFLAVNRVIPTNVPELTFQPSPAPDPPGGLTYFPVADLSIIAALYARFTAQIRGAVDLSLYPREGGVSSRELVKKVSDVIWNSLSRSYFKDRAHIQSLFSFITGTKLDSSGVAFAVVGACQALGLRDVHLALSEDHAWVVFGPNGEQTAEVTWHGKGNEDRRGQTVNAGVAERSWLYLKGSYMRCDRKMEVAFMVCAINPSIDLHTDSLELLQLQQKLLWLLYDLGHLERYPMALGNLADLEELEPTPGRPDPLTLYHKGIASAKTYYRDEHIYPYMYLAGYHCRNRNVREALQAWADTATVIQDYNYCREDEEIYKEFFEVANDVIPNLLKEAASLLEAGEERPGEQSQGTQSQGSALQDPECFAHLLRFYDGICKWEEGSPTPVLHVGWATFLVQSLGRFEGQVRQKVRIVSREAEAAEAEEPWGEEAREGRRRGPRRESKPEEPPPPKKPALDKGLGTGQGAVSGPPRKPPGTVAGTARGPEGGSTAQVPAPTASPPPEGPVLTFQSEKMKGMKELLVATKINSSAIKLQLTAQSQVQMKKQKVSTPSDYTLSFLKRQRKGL
# RORg inh = qHTS for inhibitors of ROR gamma transcriptional activity | Nuclear receptor ROR-gamma (Mus musculus), P51450 | Drosophila S2 Gal4-RORgamma UAS-luciferase reporter, 20 h | Potency, µM (top dose mostly 53.6 µM), inactives show at the top dose activity change, negative = inhibition, hits mostly inhibitors | 310,000 compounds, 5.4% hits; further: potency means the concentration at half of the fitted maximal effect; on the % scale 0 is the no-effect control and ±100 the full control effect; nearly all actives have a fitted effect of over 60% in size
#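 In this cell-based reporter format, copper sulfate (700 uM final) drives Gal4–ROR gamma fusion expression from a metallothionein promoter in Drosophila Schneider cells; compounds preincubated 1 hr, reporter read after 20 hr at ambient temperature.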
# ELG1 DNA repair = qHTS screen for small molecules that inhibit ELG1-dependent DNA repair in human embryonic kidney (HEK293T) cells expressing luciferase-tagged ELG1 | Potency, µM (highest dose often 46.1 µM), inactives show top-dose activity change, negative = inhibition, usual class: inhibitors | HEK293T ELG1-luciferase reporter, luminescence, 16 h; DNA damage induced by 5-fluorouridine | AID 504467, 2011 | 330,000 compounds, 2.3% hits; further: potency means the concentration at half of the fitted maximal effect; on the % scale 0 is the no-effect control and ±100 the full control effect; nearly all actives have a fitted effect of over 55% in size
#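 5-Fluorouridine DNA damage + compound/DMSO, 2,000 cells/well, 16 h, 37 °C/5% CO2. ONE-Glo, 30 min RT, luminescence. Readout = decrease in reporter signal.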
# VP16 counter = VP16 counterscreen qHTS for inhibitors of ROR gamma transcriptional activity; 310,000 compounds, 3.5% hits; Drosophila S2 Gal4-VP16 UAS-luciferase, luminescence, 20 h; Potency, µM (titrated, usually from 53.6 µM), for the others: at the highest dose activity, negative = inhibition, most hits filed as inhibitors;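 further: Gal4-VP16 expression switched on by copper sulfate through the metallothionein promoter; potency means the concentration at half of the fitted maximal effect; on the % scale 0 is the no-effect control and ±100 the full control effect; nearly all actives have a fitted effect of over 50% in size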
# Mito fusion act = qHTS Assay for Small Molecule Inhibitors of Mitochondrial Division or Activators of Mitochondrial Fusion; AID 485298, 2010; S. cerevisiae fusion-defective mutant growth rescue, CellTiterGlo 48 h; 320,000 compounds, 0.23% hits; Potency, µM (series often up to 46.1 µM), for the others: top-dose growth rescue (activation), hits mostly activators;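 further: potency means the concentration at half of the fitted maximal effect; % of control where 0% means no effect; nearly all actives have a fitted effect of over 45% in size; temperature-sensitive fusion mutants such as fzo1-1 at 37 °C on non-fermentable ethanol glycerol medium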
#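 Compounds are tested for their ability to restore growth of mitochondrial fusion-defective yeast strains at non-permissive 37C in YPEG medium over 48 hours. Viability is quantified by luciferase luminescence.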
# MBNL1 CUG block = qHTS Assay for Inhibitors of MBNL1-poly(CUG) RNA binding; TR-FRET MBNL1-His/biotin-(CUG)12 binding, 665/545 ratio; Potency, µM (series often up to 57.5 µM), without a hit: at the top dose activity change, negative = inhibition, usual class: inhibitors; 280,000 compounds, 0.036% hits; AID 2675, 2010; active means well fitted inhibition curve with a large enough effect in the signal ratio, with a control signal flat, not every such curve was filed as active; inconclusive means small, poorly fitted or top-dose-only effect, or effect the other way, or a change in a side signal; inactive means no such curve, though single readings can be large or run the other way; the % refers to the signal ratio; further: potency means the concentration at half of the fitted maximal effect; on the % scale 0 is the no-effect control and ±100 the full control effect
# Target sequence (Q9NR56 whole entry, looked up): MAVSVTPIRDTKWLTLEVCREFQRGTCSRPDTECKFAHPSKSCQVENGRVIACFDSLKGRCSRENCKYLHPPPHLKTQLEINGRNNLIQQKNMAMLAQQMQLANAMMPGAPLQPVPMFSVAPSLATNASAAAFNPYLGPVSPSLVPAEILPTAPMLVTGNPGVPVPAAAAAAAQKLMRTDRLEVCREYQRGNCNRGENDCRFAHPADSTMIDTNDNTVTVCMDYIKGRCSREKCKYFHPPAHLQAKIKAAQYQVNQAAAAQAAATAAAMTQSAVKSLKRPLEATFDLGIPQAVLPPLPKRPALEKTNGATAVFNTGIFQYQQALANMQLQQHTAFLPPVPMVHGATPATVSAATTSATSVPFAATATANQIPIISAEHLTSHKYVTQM
#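 TR-FRET between His-tagged MBNL1 and biotin-(CUG)12 RNA, detected with Tb anti-His antibody (0.055 ng/ul) and streptavidin-XL665 (5 nM), 60 min at room temperature. Compounds titrated 92 nM to 58 uM; 665/545 nm ratio normalized to buffer and complex controls.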
# Rab9 prom act = qHTS Assay for Rab9 Promoter Activators | Huh7 Rab9 promoter-luciferase reporter, luminescence, 24 h | Potency, µM (doses to about 9.22 µM), inactives show at the highest dose activation, negative = inhibition, hits mostly activators | 320,000 compounds, 2.8% hits | AID 485297, 2010; further: potency means the concentration at half of the fitted maximal effect; % of control where 0% means no effect; nearly all actives have a fitted effect of over 60% in size
#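 Quantitative HTS format; Huh7 Rab9-luciferase reporter cells (1500/well) receive compound 2 h post-plating, incubate 24 h at 37 °C, then get luciferase reagent for 10 min before luminescence reading.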
# KCNH2 3.1 inh = qHTS for Inhibitors of KCHN2 3.1: Mutant qHTS; 340,000 compounds, 0.95% hits; Potassium voltage-gated channel subfamily H member 2, brain isoform KCNH2 3.1 (human); U2OS KCNH2 3.1, thallium flux FluxOr; active compounds read low; activity change, % (tested at about 1.8 µM);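 active means maximum activity change below -70%; inconclusive means maximum activity change from -70% to -50%; inactive means maximum activity change above -50%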;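 further: thallium influx rate constant from kinetic fluorescence after stimulation buffer; on the % scale 0 is the no-effect control and ±100 the full control effect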
#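 Normalized rate constant (relative to positive and negative DMSO controls) derived from a 2 min kinetic fluorescence read after stimulation; U2OS cells expressing the 3.1 isoform via virus at 1.77 x 10^8 /mL.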
# NPC1 promoter act = qHTS Assay for NPC1 Promoter Activators; Huh7 NPC1 promoter luciferase reporter, 24 h; Potency, µM (series often up to 9.22 µM), inactives show at the top dose activation, hits mostly activators; 320,000 compounds, 2.4% hits; AID 485313, 2010;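 further: potency means the concentration at half of the fitted maximal effect; % of control where 0% means no effect; nearly all actives have a fitted effect of over 60% in size; reporter is driven by a mutant NPC1 promoter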
#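 Cells: Huh7 expressing luciferase under the NPC1 promoter, 1500/well. Seeded 2 h, compound added, incubated 24 h at 37 °C. Luciferase reagent, 10 min ambient, then luminescence.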
# Starred values were filed as active, the others as inactive; ? = inconclusive; . = no result given; [ ] = remark or other dose. Unless noted, the call rests on the fitted dose curve; in most records, active means well fitted curve in the direction sought with a large enough effect; inconclusive means small, poorly fitted or top-dose-only effect, or another doubt; inactive means no such curve, though single readings can be large; an effect the other way counts as inactive or inconclusive. Only part of the results is shown; count on the stated rates, not on these rows.
item	Compound	PKM2 activator	FLuc modulator	Menin-MLL TR inh	RORg inh	ELG1 DNA repair	VP16 counter	Mito fusion act	MBNL1 CUG block	Rab9 prom act	KCNH2 3.1 inh	NPC1 promoter act
1	CCNc1nc(NC(C)C)nc(N(C#N)CCOc2ccccc2)n1	-3%	0%	-12%	?	?	?	22%	1%	-1%	-15	10%
2	COc1cccc(CC(NC(C)=O)C(=O)NC2CCN(S(=O)(=O)c3ccc(NC(C)=O)cc3)CC2)c1 (stereo unspecified)	0%	0%	-1%	9%	-3%	8%	-3%	-15%	2%	1	-6%
3	O=C1/C(=C/c2ccc(O)cc2)CCc2ccc([N+](=O)[O-])cc21	2%	-20%	9%	32%	?	1%	15%	11%[11.5 µM]	-1%	-2	-6%
4	CC(=O)N1CCN(CCN=CC2=C(O)CC(c3ccco3)CC2=O)CC1 (stereo unspecified)	1%	-1%	6%	-7%[10 µM]	5%	-4%	0%	-4%	0%	4	3%
5	COc1cccc(CN2CCC(n3nccc3NC(=O)CCOc3ccccc3)CC2)c1	.	2%	.	2%	-27%	0%	-3%	0%	-5%	6	-7%
6	O=C(Cc1ccccc1)NCC(=O)N1CCCCCC1	17%	1%	1%	36%	?	25%	0%	-4%	10%	-6	-5%
7	COc1ccc(CNC(=O)C2COc3ccccc3O2)cc1 (stereo unspecified)	6%	?	-11%	-22%	?	-2%	9%	4%	?	-3	?
8	COC(=O)CS(=O)(=O)c1cc([N+](=O)[O-])ccc1NC(=O)OC	-3%	-5%	0%	0%	14%	9%	4%	?	-1%	-17	-2%
9	COC(=O)c1ccc(C)c(-n2c(=O)n(Cc3ccccc3)c(=O)c3[nH]cnc32)c1	.	-1%	4%	14%	-4%	6%	10%	6%	-2%	-3	2%
10	Cc1cc(=O)oc2cc(OCCC[n+]3ccccc3)ccc12	1%	-2%	.	1%	-5%	1%	3%	.	3%	7	-2%
11	Cc1ccc(C(=O)Oc2cccc(NC(=O)c3ccco3)c2)cc1S(=O)(=O)N1CCC(C)CC1	0%	-2%	10%	3%	?	-3%	4%	-13%	13%	-8	1%
12	COC(=O)CN(C)C1CC(=O)N(c2ccc(Cl)cc2)C1=O (stereo unspecified)	19%	-1%	-3%	26%	4%	5%	2%	-1%	-2%	13	0%
13	CCn1c(COc2ccccc2C)nnc1SCC(=O)CC(=O)Nc1ccccc1OC	7%	4%[2.3 µM]	1%	10µM*	-10%	13µM*	-8%	2%	6%	14	4%
14	COc1cc([N+](=O)[O-])ccc1NC(=O)Cn1ccsc1=N	0%	-1%	0%	6%	3%	7%	-3%	?	17%	11	-2%
15	CCCc1cc(=O)[nH]c(SCC(=O)N(CCC#N)c2ccc3c(c2)OCCO3)n1	.	6%	.	.	-5%	.	-3%	.	2%	-9	0%
16	O=C(Cc1ccc(-n2cccc2)cc1)N1CCc2ccccc21	8%	-6%	0%	33%	?	-21%	6%	-10%	17%	-1	20%
17	C/C(=N\NC(=S)Nc1cccc(C)c1)c1ccccc1	-8%	?	34%[activator]	1.1µM*	?	7.9µM*	-10%	-6%	7%	-10	?
18	CCCCC(=O)N/N=C(\C)CC(=O)Nc1cc(Cl)ccc1OC	1%	0%	5%	-18%	16%	0%	0%	8%	0%	-23	-1%
19	COc1ccc(CNC(=O)c2cc(S(=O)(=O)N3CCCC3)cn2C)cc1	8%	0%	0%	30%	2%	8%	0%	-9%	6%	10	6%
20	CN(c1ccc(C(=O)NCCSC(C)(C)C)cc1)S(C)(=O)=O	-5%	19µM*	8%	?	?	-5%	-4%	4%	?	4	?
21	CCOc1ccc(CC(=O)Nc2ccc(-c3ccc4nnc(C)n4n3)cc2)cc1	-8%	-7%	3%	-28%	?	-9%	6%	?	-1%	-12	-9%
22	CCC(C)NC(=O)CSc1nnc(-c2ccncc2)n1-c1ccc(OC)cc1 (stereo unspecified)	-9%	3%	6%	11%	-5%	9%	-3%	7%	0%	-3	13%
23	CCOC(=O)c1cccc(NC(=O)CS(=O)(=O)Cc2nc(-c3cccc(OC)c3)oc2C)c1	0%	0%	1%	-18%	?	2%	-5%	?	-10%	-11	-2%
24	COc1ccc(C(=O)C(/C=N/O)=N/Nc2ccc(F)cc2)cc1	8%	-19%	?	?	?	?	1%	11%	3%	-24	2%
25	COCCC(=O)N1CCC(Oc2ccc(C(=O)N3CCCC(CCCO)C3)cc2)CC1 (stereo unspecified)	-1%	1%	.	-3%	-19%	-10%	-1%	-2%	-6%	4	3%
26	O=C(NCCCn1ccnc1)c1cc2c(s1)CCCCC2	-2%	17µM*	-16%	-4%	27%	0%	0%	-1%	8%	6	8%
27	COc1nc(C)nc2c1sc(=S)n2C	?	12%	-10%	-7%	2%	-10%	1%	-7%	-4%	-1	-2%
28	Cc1ccc(C(=O)N2CCCC2)c(F)c1F	-1%	7%	-1%	-19%	3%	15%	-4%	3%	-3%	13	1%
29	O=C(Nc1ccc(N2CCOCC2)nc1)c1c(F)cccc1F	-1%	?	.	30%	?	13%	1%	-5%	?	-3	?
30	Cc1cc(Cl)c(S(=O)(=O)Nc2cc(S(=O)(=O)N3CCOCC3)ccc2F)cc1OCC(N)=O	-1%	1%	-6%	12%	4%	-3%	-4%	-4%	-7%	13	-12%

# Single records, as listed above.
# COc1nc(C)nc2c1sc(=S)n2C is entered as PKM2 activator: ?; FLuc modulator: 12%; Menin-MLL TR inh: -10%; RORg inh: -7%; ELG1 DNA repair: 2%; VP16 counter: -10%; Mito fusion act: 1%; MBNL1 CUG block: -7%; Rab9 prom act: -4%; KCNH2 3.1 inh: -1; NPC1 promoter act: -2%
# CCC(C)NC(=O)CSc1nnc(-c2ccncc2)n1-c1ccc(OC)cc1 (stereo unspecified) is entered as PKM2 activator: -9%; FLuc modulator: 3%; Menin-MLL TR inh: 6%; RORg inh: 11%; ELG1 DNA repair: -5%; VP16 counter: 9%; Mito fusion act: -3%; MBNL1 CUG block: 7%; Rab9 prom act: 0%; KCNH2 3.1 inh: -3; NPC1 promoter act: 13%

# Next part:
item	Compound	PKM2 activator	FLuc modulator	Menin-MLL TR inh	RORg inh	ELG1 DNA repair	VP16 counter	Mito fusion act	MBNL1 CUG block	Rab9 prom act	KCNH2 3.1 inh	NPC1 promoter act
31	O=C(NNC(=S)NC(=O)c1ccco1)c1ccc(F)cc1	6%	?	.	-9%	?	-6%	-22%	7%	15%	9	-4%
32	O=C1NC(Cc2c[nH]c3ccccc23)C(=O)N1c1ccc(F)cc1 (stereo unspecified)	-1%	0%	11%	3%	-8%	2%	2%	-3%	11%	-13	-3%
33	O=c1c2sccc2nc(SCc2cc(=O)n3cc(Br)ccc3n2)n1Cc1ccccn1	7.9µM*	-1%	-16%	-25%	?	17%	5%	208%[activator]	4.5µM*	2	?
34	CSc1ccccc1NC(=O)Cn1nc([N+](=O)[O-])cc1C	.	-14%	5%	11%	9%	-18%	9%	22%	3%	-8	1%
35	COc1cccc(Nc2ncnc3nc[nH]c23)c1	-7%	19µM*	-2%	28%	26%	?	-4%	?	?	-10	?
36	Cc1cc2c3c(c1)C(C)(c1ccccc1)CC(C)(C)N3C(=O)C21C(C#N)=C(N)OC2=C1C(=O)CC(C)(C)C2 (stereo unspecified)	-18%	1%	?	?	?	-29%	4%	-2%	-4%	17	-7%
